# STAT1 act: STAT1 signaling activation; 200,000 compounds, 2.6% hits; activation (% of control), % at 5.5 µM; AID 932; NIH 3T3 STAT1-luciferase reporter, IFN-gamma, luminescence; 100% = IFN-gamma alone, no compound;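 active = activation above the screen-wide mean activation plus 3 SD, cut at about 130% in these data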;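 note: raw ratio to IFN-gamma control signal so 100% means no change and 0% no light; values of inactives mirror those of a sister screen read the other way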
# Hsp70 act: switches on Hsp70 transcription | activation, % at 10 µM | HeLa Hsp70 promoter luciferase reporter, luminescence; scaled: vehicle 0, proteasome-inhibitor control 100% | 200,000 compounds, 0.04% hits;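 active = activation above the mean across all tested compounds plus 3 SD, cutoff set per campaign, cut at about 5.5% in these data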;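 note: 100% = MG132 at 30 µM as the positive control and 0% = DMSO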
# DTT redox prof: compounds producing H2O2 with reducing agent – biochemical, NIH compound library profiling, artefact control for MLSCN library redox annotation, primary screen; activation, % at 10 µM; 200,000 compounds, 0.03% hits; DTT-dependent redox cycling H2O2, phenol red/HRP absorbance; 100% = 100 µM peroxide control, 0% = buffer; AID 878;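 active = activation of at least 50% relative to the plate's high and low controls in the primary single-dose screen; inactive = activation below 50%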;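 note: compound incubated with DTT at 0.8 mM final as the reducing agent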
# STAT3 blocker: inhibitors of IL-6 induced STAT3 signaling; U3A cells, IL-6 STAT3-luciferase reporter, luminescence; host cell line lacks STAT1; 190,000 compounds, 0.89% hits; inhibition, % at 5.5 µM;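 active = inhibition above the mean inhibition across all screened compounds plus 3 SD, cut at about 44% in these data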;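 note: 0% = DMSO only wells and 100% = 100 µM nifuroxazide control wells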
# TLR4-MyD88 BLA: inhibitors of human TLR4-MyD88 binding; O00206+Q99836; HeLa CL3-4 TLR4/MyD88 BLA complementation, FRET ratio; inhibition, % at 8.4 µM; 200,000 compounds, 0.18% hits; in the data active = inhibition above about 25%;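 note: 0% = vehicle and 100% = reference inhibitor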
# Target sequence (O00206 whole entry, looked up): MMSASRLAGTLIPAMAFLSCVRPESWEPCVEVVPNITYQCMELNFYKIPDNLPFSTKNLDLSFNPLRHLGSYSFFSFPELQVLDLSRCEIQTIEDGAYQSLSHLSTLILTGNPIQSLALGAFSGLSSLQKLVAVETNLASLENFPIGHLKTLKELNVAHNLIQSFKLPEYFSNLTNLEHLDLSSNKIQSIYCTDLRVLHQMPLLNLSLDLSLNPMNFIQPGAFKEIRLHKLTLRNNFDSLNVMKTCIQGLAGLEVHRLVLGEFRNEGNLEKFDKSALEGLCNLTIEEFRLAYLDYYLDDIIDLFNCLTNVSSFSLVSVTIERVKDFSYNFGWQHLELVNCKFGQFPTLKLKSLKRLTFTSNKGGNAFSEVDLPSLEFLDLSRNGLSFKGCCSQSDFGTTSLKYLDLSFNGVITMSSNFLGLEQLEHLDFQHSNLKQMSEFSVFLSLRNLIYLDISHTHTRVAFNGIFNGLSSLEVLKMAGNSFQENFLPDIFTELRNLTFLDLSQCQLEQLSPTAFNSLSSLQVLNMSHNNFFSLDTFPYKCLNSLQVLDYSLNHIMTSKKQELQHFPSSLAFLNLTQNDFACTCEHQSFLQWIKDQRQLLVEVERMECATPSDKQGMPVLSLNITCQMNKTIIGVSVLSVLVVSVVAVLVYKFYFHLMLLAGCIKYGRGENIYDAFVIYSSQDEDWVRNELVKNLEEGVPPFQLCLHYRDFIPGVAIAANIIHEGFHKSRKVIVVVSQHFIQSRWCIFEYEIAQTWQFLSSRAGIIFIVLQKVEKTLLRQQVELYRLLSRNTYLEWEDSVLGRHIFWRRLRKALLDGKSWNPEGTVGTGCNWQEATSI
# Target sequence (Q99836 whole entry, looked up): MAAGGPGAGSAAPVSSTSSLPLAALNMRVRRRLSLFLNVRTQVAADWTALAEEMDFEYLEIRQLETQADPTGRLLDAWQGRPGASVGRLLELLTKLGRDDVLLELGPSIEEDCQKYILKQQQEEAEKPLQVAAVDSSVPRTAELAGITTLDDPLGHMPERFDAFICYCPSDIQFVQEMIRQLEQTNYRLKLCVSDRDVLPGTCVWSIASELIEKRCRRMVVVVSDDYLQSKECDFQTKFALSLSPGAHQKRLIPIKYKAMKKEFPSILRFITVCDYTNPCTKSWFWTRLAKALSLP
# APP 5'UTR act: activates APP 5'UTR luciferase reporter; SH-SY5Y APP 5'UTR luciferase reporter, luminescence; zero percent = DMSO vehicle wells; activation, % at 2 µM; 190,000 compounds, 1% hits;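 active = activation above a set limit, based on mean plus 3 SD of controls, cut at about 140% in these data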; note: values of inactives mirror those of a sister screen read the other way
# STAT1 inh: STAT1 signaling inhibition; NIH 3T3 STAT1-luciferase reporter, IFN-gamma, luminescence; inhibition, % at 5.5 µM; 200,000 compounds, 0.35% hits;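 active = inhibition above a set limit, the mean inhibition across all tested compounds plus 3 SD, cut at about 34% in these data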;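 note: 0% = IFN-gamma with DMSO and 100% = IFN-gamma with 300 µM nifuroxazide; values of inactives mirror those of a sister screen read the other way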
# NF-kB expr up: raises NF-kB expression in human neuronal cells. NF-kB reporter expression; stronger effect = higher value. fold change at 12.5 µM. 190,000 compounds, 1.6% hits; in the data active = fold change above about 3.3
# STAT3 activator: activators of IL-6 induced STAT3 signaling; U3A cells, IL-6 STAT3-luciferase reporter, luminescence; 100% = signal with IL-6 EC80 alone; 190,000 compounds, 0.91% hits; activation (% of control), % at 5.6 µM;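 active = activation above the screen-wide mean of compound activation plus 3 SD, cut at about 130% in these data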;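 note: 0% = background luminescence of wells with medium and substrate only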
#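 Assay system – human STAT1-deficient U3A cells with stable STAT3-luciferase reporter · Also added – IL-6 (33 ng/mL) · Schedule – compound 1 h, then IL-6 6 h at 37 °C · Technique – reporter luminescence signal · Evaluation – % activation versus median of IL-6-stimulated wells · Benchmarks – IL-6-only wells as 100% reference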
# HMGR II inh: E. faecalis class II HMG-CoA reductase inhibition | purified E. faecalis HMGR, NADPH absorbance 340 nm kinetic | inhibition, % at 10 µM | 190,000 compounds, 0.41% hits | AID 1066;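 active = inhibition above a set limit, the median over all tested compounds plus 3 SD, cut at about 9.5% in these data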;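 note: enzyme runs in reverse so mevalonate oxidation gives rising NADPH absorbance; 0% = complete reaction with DMSO and 100% = background rate lacking mevalonate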
# * marks the source's active call; other numbers are inactive results; . = no result given.
SMILES,STAT3 blocker,TLR4-MyD88 BLA,APP 5'UTR act,DTT redox prof,STAT1 inh,NF-kB expr up,STAT1 act,STAT3 activator,HMGR II inh,Hsp70 act
CCN(CC)C(=O)C(Sc1ccccc1)c1ccccc1 (configuration not stated),-8,14,-16,0.3,-8,0.99,108,104,-4,0.0
COc1ccc(-n2c(=O)cc(N3CCCCCC3)[nH]c2=O)cc1,7,-5,11,0.4,1,1.1,99,96,0,0.2
Cc1onc(-c2c(Cl)cccc2Cl)c1C(=O)NCC1CCCO1 (configuration not stated),18,-2,0,2.2,0,1.1,100,88,-7,-0.1
Cc1cccc(N2CCN(C(=O)c3cccc(N4C(=O)C5CC=CC(C)C5C4=O)c3)CC2)c1C (configuration not stated),14,3,-3,0.6,3,0.73,97,91,0,-0.1
Cc1cccc(C(=O)NCc2ccc(S(N)(=O)=O)cc2)c1[N+](=O)[O-],-1,-5,4,0.6,1,1.1,99,99,-6,-0.2
Cc1cc(C)c(NC(=O)CSc2nc3c(c(=O)n2C)SC(C)C3)c(C)c1 (configuration not stated),32,-4,5,-0.3,13,0.9,88,77,-7,-0.3
N#CC1=C(N)OC2=C(C(=O)CCC2)[C@]12C(=O)N(CC(N)=O)c1ccccc12,4,14,-24,1.9,0,0.86,100,100,0,0.9
CCCCc1c(C)nc2ccc(C)cc2c1SCCC(=O)O,-6,6,-6,-1.3,0,0.92,100,106,-1,-0.3
COc1ccc(S(=O)(=O)N(C)CC(=O)NCc2ccco2)cc1,2,5,10,1.8,3,0.99,97,102,-3,0.2
Cc1ccc(N2CCN(/N=C/c3ccccc3[N+](=O)[O-])CC2)cc1,25,-8,6,5.9,-11,1.3,109,81,-7,-0.1
O=C(Cn1c(-c2cscn2)nc2ccccc21)Nc1ccc(Cl)cc1,15,-2,-9,0.3,-6,1.2,111,91,-2,0.6
CCOC(=O)c1oc2c(c1C)C(=O)CCC2,3,3,12,-0.1,-3,1,103,99,1,0.0
CC(C)N(C(=O)CSc1nc2ccccc2c(=O)[nH]1)C(C)C,13,-5,6,-0.7,-14,1.6,111,91,0,-0.2
CCCSC1=C(C#N)C(c2cccs2)C(C(=O)Nc2ccccc2)=C(C)N1 (configuration not stated),2,-18,-6,1.8,6,0.82,92,100,-2,-0.1
CC(C)Oc1ccc(C(=O)Nc2ccc(N3CCCC3)cc2)cc1,20,-10,2,2.8,1,2.8,99,88,-6,-0.3

# Rewritten with values under each structure: entries from further up
# Order of values – STAT3 blocker, TLR4-MyD88 BLA, APP 5'UTR act, DTT redox prof, STAT1 inh, NF-kB expr up, STAT1 act, STAT3 activator, HMGR II inh, Hsp70 act
CCN(CC)C(=O)C(Sc1ccccc1)c1ccccc1 (configuration not stated)
    -8, 14, -16, 0.3, -8, 0.99, 108, 104, -4, 0.0
COc1ccc(-n2c(=O)cc(N3CCCCCC3)[nH]c2=O)cc1
    7, -5, 11, 0.4, 1, 1.1, 99, 96, 0, 0.2
Cc1onc(-c2c(Cl)cccc2Cl)c1C(=O)NCC1CCCO1 (configuration not stated)
    18, -2, 0, 2.2, 0, 1.1, 100, 88, -7, -0.1
Cc1cccc(N2CCN(C(=O)c3cccc(N4C(=O)C5CC=CC(C)C5C4=O)c3)CC2)c1C (configuration not stated)
    14, 3, -3, 0.6, 3, 0.73, 97, 91, 0, -0.1

# (further entries)
SMILES,STAT3 blocker,TLR4-MyD88 BLA,APP 5'UTR act,DTT redox prof,STAT1 inh,NF-kB expr up,STAT1 act,STAT3 activator,HMGR II inh,Hsp70 act
CCn1c(C)nc2cc(C(=O)n3cc(C(=O)c4ccccc4O)cn3)ccc21,2,5,2,1.2,-1,1.1,101,108,0,0.1
Cn1c(=O)n(C)c2cc(S(=O)(=O)N3CCCc4ccccc43)ccc21,11,-1,17,2.5,3,0.66,98,94,-1,-0.3
Cc1cc(C)c(N(C(=O)Cn2nnc3ccccc32)C(C(=O)NC(C)(C)C)c2ccsc2)c(C)c1 (configuration not stated),-6,-2,8,1.6,0,0.97,100,110,1,-0.2
CCN1CCN(c2nc(Nc3ccccc3)nc(N)c2[N+](=O)[O-])CC1,4,-3,-31,0.4,-7,0.95,107,102,3,-0.1
CCCCC(=O)Nc1ccc(NC(=O)c2ccc(C)c([N+](=O)[O-])c2)cc1OC,18,5,-1,-0.6,2,1.5,98,88,-4,-0.3
CCc1cccc2c(C=C(C#N)C#N)cn(CC(=O)N3CCCCC3)c12,14,-4,7,-0.4,-3,1.6,103,91,0,-0.4
CC1CCCC(=C\c2ccccc2)/C1=N/O (configuration not stated),13,2,8,-0.2,4,1.1,97,92,-1,0.0
CC(C)(C)c1ccc(OCC(=O)OCCNC(=O)c2cccnc2)cc1,-1,16,7,1.8,1,1.4,97,110,-1,-0.1
Cc1cc(-c2ccccc2)n2ncc(-c3ccccc3)c2n1,50*,10,166*,-0.5,-49,1.4,143*,60,-6,-0.2
COc1cc(CC(=O)Nc2ccc(S(=O)(=O)NC3=NCCCCC3)cc2)cc(OC)c1OC,-4,-2,7,-3.2,1,1.4,99,103,-5,-0.2
COc1cc(C(=S)N2CCCC2)ccc1OS(=O)(=O)c1ccc(NC(C)=O)cc1,17,0,1,-1.2,12,0.8,89,87,-5,-0.2
COc1ccc(NC(=O)N2CCN(c3nc4ccccc4n3C(C)C)CC2)cc1,14,9,-6,-0.4,-4,0.89,104,93,3,-0.3
C/C(=N\Nc1cccc2cccnc12)c1ccc(C)cc1,-5,5,137*,-0.6,-44,4.2*,137*,109,0,-0.1
CC(NC(=O)Nc1ccccc1)c1ccccc1 (configuration not stated),3,-5,-7,0.0,8,1.1,92,98,-3,-0.1
Cn1c(=O)n(C)c2cc(S(=O)(=O)N3CCOCC3)ccc21,4,6,11,1.0,10,1.2,91,100,0,-0.1

# Entries of single compounds as entered above. Values in the order: STAT3 blocker, TLR4-MyD88 BLA, APP 5'UTR act, DTT redox prof, STAT1 inh, NF-kB expr up, STAT1 act, STAT3 activator, HMGR II inh, Hsp70 act
# COc1ccc(S(=O)(=O)N(C)CC(=O)NCc2ccco2)cc1 as listed: 2, 5, 10, 1.8, 3, 0.99, 97, 102, -3, 0.2
# Cc1cc(C)c(N(C(=O)Cn2nnc3ccccc32)C(C(=O)NC(C)(C)C)c2ccsc2)c(C)c1 (configuration not stated) as listed: -6, -2, 8, 1.6, 0, 0.97, 100, 110, 1, -0.2
# Cc1onc(-c2c(Cl)cccc2Cl)c1C(=O)NCC1CCCO1 (configuration not stated) as listed: 18, -2, 0, 2.2, 0, 1.1, 100, 88, -7, -0.1
# C/C(=N\Nc1cccc2cccnc12)c1ccc(C)cc1 as listed: -5, 5, 137*, -0.6, -44, 4.2*, 137*, 109, 0, -0.1
# CCCCC(=O)Nc1ccc(NC(=O)c2ccc(C)c([N+](=O)[O-])c2)cc1OC as listed: 18, 5, -1, -0.6, 2, 1.5, 98, 88, -4, -0.3

# (list continues)
SMILES,STAT3 blocker,TLR4-MyD88 BLA,APP 5'UTR act,DTT redox prof,STAT1 inh,NF-kB expr up,STAT1 act,STAT3 activator,HMGR II inh,Hsp70 act
N#Cc1c(-c2ccc(Cl)cc2)ccn2nc(CCC(=O)O)nc12,3,-6,.,-0.1,-3,1.2,97,97,6,-0.2
Clc1ccc(-c2csc(N3CCSCC3)n2)cc1,7,-10,29,.,-3,1.9,103,94,-1,-0.1
COC(=O)c1ccc(/C=C/C(=O)c2ccc(OC)cc2)cc1,-5,-17,16,-4.3,0,1.9,100,112,0,0.1
O=C(c1cccs1)N1CCN(C(=O)C2CCCO2)CC1 (configuration not stated),1,-7,-14,-0.6,4,1.2,96,101,-4,-0.2
Cc1ccc(CCN2CC(C(=O)NCCCN(C)Cc3ccccc3)CC2=O)cc1 (configuration not stated),4,5,.,3.9,2,0.99,98,102,-2,-0.1
O=C(COc1ccccc1)Nc1ccccc1N1CCCCC1,6,4,3,1.6,0,1,100,99,-4,0.0
Cc1cc(C)c(C(=O)COC(=O)c2ccc([N+](=O)[O-])o2)cc1C,3,11,-4,0.1,18,1,83,102,-4,-0.3
O=C(CC(NC(=O)c1ccccc1Cl)c1ccccc1)NC1=NCCS1 (configuration not stated),16,1,17,0.1,8,1,92,93,1,0.1
Cc1ccc(C(=O)NNC(=O)CSc2nnc(-c3ccccc3)n2Cc2ccccc2)cc1,-6,-1,2,-0.6,2,1.1,98,103,-4,-0.5
Cc1cc(C)n2c(SCCN3C(=O)c4ccccc4C3=O)nnc2n1,14,-5,-17,-0.2,1,.,99,93,.,0.0
O=S(=O)(Nc1nccs1)c1ccc(Nc2nnc(-c3ccccc3)c3ccccc23)cc1,-14,-11,-19,0.0,-11,0.97,110,112,-3,-0.1
CCC(Oc1ccccc1)C(=O)Nc1ccccn1 (configuration not stated),-3,-7,35,0.1,-8,0.72,107,104,6,-0.3
Brc1ccc2c(c1)CNc1c(ncnc1N1CCOCC1)O2,-3,12,-2,-2.2,0,0.45,101,108,-4,-0.2
O=C(NC12CC3CC(CC(C3)C1)C2)c1ccc(-c2ccc(Br)cc2)o1,-2,5,117,2.2,-48,0.84,144*,104,-9,0.0
Cc1nnc(C)c2c(C)n(-c3cccc4cccnc34)c(C)c12,-1,3,-1,-0.6,7,1.1,93,106,-1,-0.4
COC(=O)[C@H](C)NC(=O)COc1ccccc1,-12,-7,.,0.1,-4,1.1,104,109,-3,-0.3
COc1ccc(CC(=O)NNC(=O)CCC(=O)Nc2cc(C)ccc2C)cc1,-2,-2,-8,-0.3,5,0.86,95,102,-1,0.0
O=Cc1c(N2CCCCCC2)nc2ccccn2c1=O,2,-10,-13,0.2,-15,0.99,114,103,3,0.1
CC(=O)OCc1c(C(F)(F)F)nn(C)c1SCc1ccc(Cl)cc1,17,8,-14,0.1,1,1.2,99,90,0,0.2
OC(COCc1ccccc1)Cn1cnc2ccccc21 (configuration not stated),21,-6,13,1.1,-6,1,105,90,-5,-0.2
COc1ccc(OC)c(C(=O)c2nc3c(n2O)CCCCC3)c1,7,5,15,-4.4,5,1,95,98,-8,-0.2
CC(=O)Nc1ccccc1OCCOc1ccc(Br)cc1,34,3,-6,-0.2,2,1,98,74,-6,-0.1
Cc1ccc(-c2nnc(SCC(=O)Nc3ccc(S(=O)(=O)N4CCCCCC4)cc3)o2)cc1,7,-15,8,-10,12,1.2,89,100,2,0.0
CCOC(=O)c1sc(=S)n(-c2ccc(F)c(F)c2)c1N,-1,7,-9,-2.4,-3,0.86,103,104,1,-0.2
O=C(O)c1cc(Cl)c(Cl)cc1C(=O)Nc1cccnc1,-1,-10,11,-0.5,-8,0.98,106,102,-2,0.4
O=C(c1ccco1)N(Cc1cccc([N+](=O)[O-])c1)c1ccc(Br)cc1,1,6,1,-0.2,13,.,88,104,-1,0.2
COC(=O)c1cc2oc(C)cc2n1CC(=O)Nc1ccc(C)c(C)c1,-7,10,15,1.3,6,1.3,95,106,-2,-0.2
O=C(NCCCN1CCCC1)Nc1cccc2ccccc12,0,-2,-10,-0.3,-9,1.1,108,104,-4,0.1

# Screening data deposited in PubChem by several laboratories.

# Compounds were not picked by outcome, and some 5.6% of all compounds hit somewhere here.
